Dengue-2 NS5 capping – flavivirus cap methylation enzyme inhibition – biochemical, confirmation dose response, primary screen (AID 588689) | Dengue-2 NS5 methyltransferase capping enzyme assay, biochemical; higher % means a stronger effect | 340,000 tested, 0.3% active | inhibition, % at 25 µM, or IC50 in µM where a hit was titrated; in the data active = a potency from the dose series; inconclusive = inhibition above about 29% without an active follow-up result
KOR beta-arrestin-1 – KOR agonists, beta-arrestin recruitment, primary screen, cell-based, luminescence, uHTS (AID 1777) | KOR beta-arrestin recruitment, luminescence; higher % means a stronger effect | one-dose activation, % at 10 µM; EC50 in µM for titrated hits | 280,000 tested, 0.02% active; in the data active = activation above about 50%, passing the limit was not always enough; also: a part of the inactive calls stands beside numbers as strong as those of hits
NOD1 inhibition – NOD1 signaling inhibitors, primary screen, cell-based, luminescence, uHTS (AID 1578); NOD1-driven NF-kB luciferase reporter cells, luminescence; higher % means a stronger effect; one-dose inhibition, % at 4 µM; EC50 in µM for titrated hits; 290,000 tested, 1% active; in the data active = inhibition mostly above about 36%, no sharp cut-off; inactive = mostly below about 34%;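 also: HEK-293T reporter cells stimulated with the NOD1 agonist gamma-tri-DAP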
GPR55 LPI antagonism – inhibition of LPI-stimulated GPR55 beta-arrestin translocation – imaging, U2OS, beta-arrestin-GFP, LPI agonist, primary screen (AID 2013) | one-dose inhibition, % at 10 µM; IC50 in µM for titrated hits | U2OS GPR55 beta-arrestin-GFP translocation imaging, LPI antagonism; higher % means a stronger effect | 290,000 tested, 0.13% active;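 active = spots per cell inhibited over 60%, with over 100 cells counted and total cytoplasm intensity under 500,000; inconclusive = wells with under 100 cells, flagged as likely toxic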;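 also: U2OS cells stably carrying GPR55 and arrestin-GFP stimulated by 5 µM LPI near EC80; imaged beta-arrestin-GFP aggregate spots per cell after agonist stimulation; plate controls were LPI-stimulated DMSO wells for no effect and DMSO wells without LPI for full effect; some results filed as inactive read as strong as hits; confirmed hits need IC50 under 10 µM and bright autofluorescent wells are also inconclusive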
GPR35 arrestin U2OS – inhibition of zaprinast-stimulated GPR35 beta-arrestin translocation – imaging, U2OS, beta-arrestin-GFP, zaprinast agonist, primary screen (AID 2058); U2OS GPR35 beta-arrestin-GFP translocation imaging, zaprinast antagonism; higher % means a stronger effect; inhibition, % at 10 µM; hits with a dose series show IC50 in µM; 290,000 tested, 0.052% active;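 active = inhibition of at least 50% with at least 30 cells and total cytoplasm GFP at most 10,000,000; inconclusive = under 30 cells or total GFP of 10,000,000 plus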
HIV peptide binding – cell-free HIV fusion peptide-binding blockers – biochemical, uHTS, fluorescence dequenching, primary screen (AID 1986); cell-free peptide binding, fluorescence dequenching, 30 min; higher % means a stronger effect; inhibition, % at 20 µM, or IC50 in µM where a hit was titrated; 290,000 tested, 0.3% active; in the data active = inhibition mostly above about 52%, no sharp cut-off; inactive = mostly below about 76%; also: some results filed as inactive read as strong as hits
West Nile virus CPE – West Nile virus antiviral activity, cell-based, CPE readout (AID 1621); West Nile virus-infected cells, CPE inhibition; higher % means a stronger effect; CPE inhibition, % at 10 µM; hits with a dose series show IC50 in µM; 290,000 tested, 0.02% active; in the data active = a potency from the dose series; inconclusive = CPE inhibition mostly from about 3.7% at the one dose, without a potency; inactive = the rest, 99 in 100 with CPE inhibition below about 2.2%; also: strong numbers were not always called active
GPR55 beta-arrestin – selective activators of receptor GPR55 – imaging, U2OS cells, beta-arrestin-GFP redistribution, primary screen (AID 1961); U2OS GPR55 beta-arrestin-GFP redistribution imaging; higher % means a stronger effect; activation, % at 10 µM; hits with a dose series show EC50 in µM; 290,000 tested, 0.048% active;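 active = activation above 40% with more than 50 cells counted in the well; inconclusive = wells holding fewer than 50 cells, flagged as toxic or sparse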;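 also: U2OS osteosarcoma cells stably expressing GPR55 and beta-arrestin-GFP; plate controls were DMSO negative control for no effect and LPI positive control for full effect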
KOR beta-arrestin-2 – kappa opioid receptor blockers – cell-based, luminescence, uHTS (AID 1778); KOR beta-arrestin recruitment, luminescence, antagonist mode; higher % means a stronger effect; one-dose inhibition, % at 10 µM; IC50 in µM for titrated hits; 290,000 tested, 0.091% active; in the data active = inhibition above about 50%; also: strong numbers were not always called active
Dengue-2 NS5 capping pilot replicate – further read-out of Dengue-2 NS5 capping, marked with its call; inhibition, %; measured here: pilot screen replicate inhibition
An asterisk follows results filed as active; ? = inconclusive; · = not tested or not shown; [ ] = dose if it differs, or a comment.

A first look (two entries):
SMILES	Dengue-2 NS5 capping	KOR beta-arrestin-1	NOD1 inhibition	GPR55 LPI antagonism	GPR35 arrestin U2OS	HIV peptide binding	West Nile virus CPE	GPR55 beta-arrestin	KOR beta-arrestin-2	others
CCOC(=O)CNC(=O)CCc1nnc2ccc(N3CCC(C)CC3)nn12	-2%	-3.7%	-16%	2%	-4%	1.3%	-0.4%	0.7%	-6%
CSc1nnc(NC(=O)c2nc(S(=O)(=O)Cc3ccccc3F)ncc2Cl)s1	52µM*	8.5%	14%	25%	2%	0.1%	1.0%	-0.1%	10%

The list itself, previewed entries included:
SMILES	Dengue-2 NS5 capping	KOR beta-arrestin-1	NOD1 inhibition	GPR55 LPI antagonism	GPR35 arrestin U2OS	HIV peptide binding	West Nile virus CPE	GPR55 beta-arrestin	KOR beta-arrestin-2	others
CCOC(=O)CNC(=O)CCc1nnc2ccc(N3CCC(C)CC3)nn12	-2%	-3.7%	-16%	2%	-4%	1.3%	-0.4%	0.7%	-6%
CSc1nnc(NC(=O)c2nc(S(=O)(=O)Cc3ccccc3F)ncc2Cl)s1	52µM*	8.5%	14%	25%	2%	0.1%	1.0%	-0.1%	10%
Cn1c(SCC(=O)c2ccc(F)cc2)nnc1-c1cnccn1	-3%	2.2%	4%	-10%	-10%	-1.0%	0.1%	-0.2%	-34%	Dengue-2 NS5 capping pilot replicate=-3.0
Cc1cccc(NC(=O)CN2NS(=O)(=O)c3ccccc3C2=O)c1	-4%	0.7%	-8%	-14%	-8%	-2.8%	-0.5%	0.0%	2%
COc1ccc2oc(-c3ccccc3)c(C(N)=O)c2c1	-4%	-10%	-12%	23%	1%	0.8%	0.1%	-0.2%	-18%
CCCCCCSc1nsc(NC(=O)CC(C)C)n1	-4%	-0.2%	-35%	22%	-16%	4.6%	-1.7%	0.1%	-22%
O=C(CN1CCN(C(=O)c2c(F)cccc2F)CC1)Nc1ccccc1F	-2%	-3.7%	-9%	11%	-5%	0.1%	-0.1%	-0.1%	8%
CN1CCN(C(=O)c2ccc3c(=O)n(-c4ccc(F)cc4)c(=S)[nH]c3c2)CC1	1%	-1.4%	-34%	-2%	-2%	-2.4%	1.2%	0.0%	0%
Cc1ccccc1OCC(=O)N=Nc1c(O)n(C)c2ccccc12	-6%	7.9%	-12%	2%	8%	0.0%	-0.1%	-0.1%	-12%
Cc1ccc(S(=O)(=O)c2nc(-c3cccs3)oc2NCc2cccnc2)cc1	5%	-1.3%	-5%	11%	2%	-0.4%	-0.7%	-0.1%	-9%
COc1ccccc1N1CCN(c2cnccn2)CC1	-12%	5.7%	-28%	5%	-5%	-0.4%	-0.3%	-0.4%	-16%
COc1ccc(NC(=O)c2ccc(-n3cnnn3)cc2)c([N+](=O)[O-])c1	-14%	3.6%	38%	-15%	-1%	4.9%	0.0%	-0.3%	-3%
Cc1ccccc1NC(=O)c1nn(C)c2c1CS(=O)(=O)c1ccccc1-2	1%	-0.6%	-14%	7%	-6%	-0.9%	-0.1%	-0.1%	-1%
COCCN(C(=O)COC(=O)/C=C/c1ccc(C)o1)c1c(N)n(Cc2ccccc2)c(=O)[nH]c1=O	1%	-0.5%	-14%	-13%	4%	-0.5%	-0.6%	2.0%	1%
CCCc1nnc2n1N=C(c1ccc(C)cc1)CS2	-3%	-0.1%	12%	-8%	-3%	1.3%	0.3%	-0.1%	0%
C=CCOC(=O)C1=C[C@H](c2cn(C(C)=O)c3ccccc23)C[C@H](OCCCCO)O1	-3%	7.7%	-15%	-8%	-15%	5.5%	-0.1%	0.5%	-14%
O=C1CN(C(=O)COC(=O)c2ccc[n+]([O-])c2)c2ccccc2N1	-5%	-5.0%	-33%	2%	13%	-1.5%	0.3%	-0.1%	4%
COc1ccc(OCC(=O)N(Cc2ccco2)C2CCS(=O)(=O)C2)cc1 (stereo unspecified)	·	5.5%	-7%	7%	10%	-1.9%	-0.2%	-0.1%	13%
COc1cc(/C=C(\C#N)C(=O)NCc2ccccc2)ccc1OCc1ccc(C(=O)O)cc1	-6%	0.8%	2%	-4%	24%	14%	0.0%	0.2%	3%
O=Cc1ccc(-c2ccc(C(=O)O)cc2)o1	-2%	5.7%	-8%	-1%	-6%	0.9%	0.2%	0.0%	0%
COc1ccccc1NS(=O)(=O)c1ccc(C(=O)N2CCCC(C)C2)cc1 (stereo unspecified)	0%	-5.6%	-25%	18%	-6%	-0.7%	-0.6%	-0.1%	13%
COc1ccc(NC(=O)CCCNC(=O)Cn2cnc3sc(C)c(C)c3c2=O)c(OC)c1	-4%	-2.4%	-31%	9%	-1%	0.0%	-0.7%	-0.2%	-44%
CN(C)CCSc1nc(-c2ccccc2)nc2c1COC(C)(C)C2	2%	-1.9%	-17%	9%	-13%	0.6%	-0.3%	0.0%	16%
COc1ccc(-n2c(CN3CCC(C(N)=O)CC3)nc3ccc([N+](=O)[O-])cc3c2=O)c(OC)c1	2%	-1.2%	24%	2%	-2%	-4.6%	0.2%	0.2%	33%
COc1ccc(Cc2nnc(SCc3c(C)noc3C)n2C2CCCCC2)cc1OC	-5%	6.9%	-15%	2%	-16%	-2.4%	-0.2%	-0.3%	16%
COc1ccccc1NC(=O)c1cccc(N2C(=O)C3C4C=CC(C4)C3C2=O)c1 (stereo unspecified)	-4%	8.3%	-8%	8%	-2%	1.0%	0.1%	-0.1%	-8%
CCOc1cccc(NC(=O)/C(C#N)=C/c2cccnc2)c1	-27%	-0.7%	-1%	-8%	-3%	1.1%	-0.1%	-1.9%	2%
C=CCn1c(SCc2nc3ccccc3[nH]2)nnc1-c1ccccn1	2%	3.1%	-6%	-4%	-22%	-0.7%	0.0%	-0.1%	-6%
COc1ccc(CC2(CO)CCN(Cc3c(C)nn(C(C)C)c3C)CC2)cc1	-9%	1.9%	2%	16%	1%	1.6%	-1.2%	-0.1%	-18%
COc1cc(C2N(c3ccc(F)cc3)C(=O)C3CCCN32)cc(OC)c1OC (stereo unspecified)	-7%	4.3%	-16%	12%	-1%	0.3%	-0.6%	0.3%	-1%
CC(C)C(=O)OC1CCS(=O)(=O)c2sccc21 (stereo unspecified)	41%	3.8%	2%	-12%	-4%	0.3%	0.3%	-0.1%	-14%[20 µM]
COc1cc(/C=c2/sc3nc(-c4ccccc4)c(-c4ccccc4)n3c2=O)cc(OC)c1OC	-10%	-0.8%	-26%	6%	-14%	-0.3%	-0.5%	0.1%	-13%
CC(NC(=O)C1CCCN1S(=O)(=O)c1ccc2c(c1)n(C)c(=O)c(=O)n2C)c1ccccc1 (stereo unspecified)	-12%	5.1%	-16%	14%	-9%	0.9%	-0.2%	-0.1%	12%
OC12CCCCC1C(c1ccc3c(c1)OCO3)N(Cc1cccc(F)c1)CC2 (stereo unspecified)	6%	8.5%	-14%	21%	-1%	-0.8%	-0.1%	-0.2%	-20%
Cc1nc2ccccc2cc1C(=O)Nc1ccccc1Cl	1%	2.0%	-22%	-30%	5%	-0.1%	-0.4%	0.2%	-33%
COC(=O)c1[nH]c2cccc(OC)c2c1NC(=O)CCN1CCN(c2cccc(Cl)c2)CC1	·	3.5%	-1%	8%	1%	1.7%	-0.2%	0.3%	8%
O=c1c2[nH]c3ccccc3c2ncn1C1CCCCC1	2%	-4.0%	-84%	1%	-5%	-0.4%	-0.2%	0.2%	-22%
CCOC(=O)c1ccccc1NC(=O)CSc1ccc(-c2cccnc2)nn1	-7%	8.6%	59%*	-10%	4%	0.5%	-1.0%	0.2%	-15%
Cn1cc(Br)c(C(=O)n2cc(Br)cn2)n1	·	·	-7%	1%	8%	-1.0%	0.1%	0.3%	0%[20 µM]
O=C(Nc1ccc(CN2CCOCC2)cc1)c1ccc2ccccc2c1	-15%	0.3%	-67%	8%	-9%	-0.8%	-0.8%	-0.1%	-7%
O=C(CCCCC(=O)NCCc1ccccc1)NCCc1ccccc1	·	-1.7%	-24%	6%	-9%	0.8%	-0.1%	0.5%	-49%[20 µM]
CNC(=S)N(CCc1c(C)[nH]c2ccccc12)Cc1ccco1	-9%	5.6%	-22%	-8%	5%	0.3%	-0.7%	0.4%	-39%
CC(C)c1ccc2oc(-c3cc(N)ccc3O)nc2c1	5%	1.1%	13%	12%	-7%	-1.7%	?	-0.1%	2%	Dengue-2 NS5 capping pilot replicate=-3.9
CC(C)=CC(=O)Nc1ccc2c(c1)OCO2	1%	2.2%	-36%	7%	6%	0.4%	-0.3%	0.2%	22%
Cc1cc(N2CCOCC2)nc(-c2ccc(Br)cc2)n1	-7%	0.1%	-28%	4%	-2%	1.9%	-0.4%	-0.3%	33%
N=c1ccn(Cc2ccc(Cl)c(Cl)c2)cc1	·	-5.8%	79%*	-13%	9%	8.1%	1.0%	-0.3%	-70%
CC(=O)Nc1c(Cl)cc([N+](=O)[O-])c2ccccc12	-6%	2.8%	5%	8%	-11%	-1.2%	0.1%	-0.3%	18%
Cc1ccc(N/C=C2\C(=O)N(c3ccc(F)cc3F)C(c3cccnc3)S2(=O)=O)cc1 (stereo unspecified)	5%	2.9%	-15%	4%	-6%	0.6%	-0.3%	0.0%	10%
COc1cc(NC(=O)COC(=O)c2cc(S(=O)(=O)N3CCCCC3)ccc2Cl)c(C)cc1[N+](=O)[O-]	-4%	11%	20%	1%	7%	-2.4%	-0.1%	0.1%	-10%
Cc1ccc(C(=O)NC2CC(C)(C)NC(C)(C)C2)cc1Cl	1%	12%	-8%	-6%	11%	-1.3%	-0.4%	-0.3%	-6%
COC(=O)c1[nH]c2ccc(F)cc2c1NS(=O)(=O)c1ccc(OC)cc1OC	2%	-1.8%	-17%	24%	-5%	-0.9%	-0.2%	0.2%	16%
COc1ccc(C(=S)N2CCOCC2)cc1OC(=O)c1cc(OC)c(OC)c(OC)c1	0%	3.9%	45%	-1%	-6%	-0.8%	-0.5%	0.7%	-31%
Cc1cccc(C(=O)NC(NCc2ccco2)C(Cl)(Cl)Cl)c1 (stereo unspecified)	1%	-0.2%	9%	2%	9%	-0.2%	0.8%	0.0%	24%
Cc1ccc(S(=O)(=O)N2CCN=C2c2ccccc2)cc1C	2%	-3.8%	-9%	-16%	-15%	-0.3%	-0.3%	-0.4%	33%
CC(C)(C)NS(=O)(=O)c1ccc(NC(=O)C(Sc2ccccc2)c2ccccc2)cc1 (stereo unspecified)	-3%	5.3%	4%	0.68µM*	8%	-0.4%	3.0%	-0.1%	-25%	Dengue-2 NS5 capping pilot replicate=-1.8
Cc1cccc(NC(=O)CCNC(=O)c2ccccc2Cl)n1	-1%	-0.1%	-26%	2%	0%	-0.5%	-0.1%	0.0%	-9%
CC#CC#Cc1cccc(=O)o1	-2%	-2.0%	19%	7%	5%	0.7%	0.1%	-0.1%	33%

Bioassay records (PubChem BioAssay)

This is a subset (hit frequency here may not be typical).
